SW480 rerep: DNA re-replication induction in SW480 cells. AID 624297. 1.8% of 340,000 active. SW480 DNA re-replication, Hoechst DNA content imaging, 48 h. Potency, µM (titrated, usually from 46.1 µM), inactives show at the highest dose re-replication activation, actives largely listed as activators; note: potency is the fitted concentration of half-maximal effect; % of control where 0% means no effect; nearly all actives have a fitted effect of over 55% in size
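Image-based DNA-content assay: after two days of treatment, nuclei were labelled with the DNA dye Hoechst and imaged, and hits were compounds raising the count of nuclei showing high fluorescence intensity.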
KB-V1 cytotox: kills drug-selected multidrug resistant KB-V1 cells. 3.4% of 400,000 active. AID 1347076. Potency, µM (series often up to 46.1 µM), inactives show at the highest dose activity change, negative = cytotoxicity, most hits filed as cytotoxic. KB-V1 MDR cells viability, CellTiter-Glo, 72 h; note: potency is the fitted concentration of half-maximal effect; % is set by controls: 0 for no effect and ±100 for the full control effect; nearly all actives have a fitted effect of over 60% in size
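Readout: CellTiter-Glo luminescence, 10 min after addition. Cells: KB-V1 MDR subline, 72 h at 37 degrees C with compound. Analysis: corrected, normalized data fitted to concentration-effect curves.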
HT1080NT lethal: kills 2HG-producing HT-1080-NT fibrosarcoma cells. AID 686970. 1.6% of 360,000 active. HT-1080-NT fibrosarcoma viability, CellTiter-Glo ATP luminescence, 48 h. Potency, µM (series often up to 46.1 µM), without a hit: at the highest dose activity, negative = less viability, actives largely listed as cytotoxic;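 note: NT is the 2HG producing partner of a matched IDH1 knockdown line; potency is the fitted concentration of half-maximal effect; 0% = DMSO-treated cells and -100% = media-only wells without cells; nearly all actives have a fitted effect of over 55% in size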
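750 cells/well, RPMI + 5% FBS; 2 h settle, compound pin-transfer, 48 h at 37 degrees C. CellTiter-Glo 10 min RT, luminescence. Normalized to DMSO and media-only wells.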
GLP1R ag: activates the human GLP-1 receptor. P43220. HEK293 GLP-1R CRE-luciferase, luminescence, 4-6 h; cells express a hypersensitive GLP-1R form. Potency, µM (doses to about 45.6 µM), for inactives: at the highest dose activation, actives largely listed as activators. 0.007% of 380,000 active; note: potency is the fitted concentration of half-maximal effect; % of control where 0% means no effect
Target sequence (P43220 whole entry, looked up): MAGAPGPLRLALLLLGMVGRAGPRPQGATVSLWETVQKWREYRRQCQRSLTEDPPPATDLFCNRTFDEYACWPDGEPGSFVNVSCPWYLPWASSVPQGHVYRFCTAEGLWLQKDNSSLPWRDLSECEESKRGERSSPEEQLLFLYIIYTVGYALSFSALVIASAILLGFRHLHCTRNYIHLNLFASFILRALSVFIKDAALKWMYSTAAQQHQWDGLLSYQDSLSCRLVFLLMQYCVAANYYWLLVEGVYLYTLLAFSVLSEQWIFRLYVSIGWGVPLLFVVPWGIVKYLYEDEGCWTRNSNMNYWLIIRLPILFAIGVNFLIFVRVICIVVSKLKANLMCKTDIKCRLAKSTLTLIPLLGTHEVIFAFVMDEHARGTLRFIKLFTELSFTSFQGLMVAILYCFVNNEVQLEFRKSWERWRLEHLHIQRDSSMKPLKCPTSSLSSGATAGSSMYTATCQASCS
D3 ag: agonists of human D3 dopamine receptor; P35462; D3R DiscoveRx beta-arrestin cells, luminescence, 90 min; max activation, %; 0.58% of 410,000 active; in the data active = max activation above about 30%; note: 0% is about no effect; mostly tested at two doses, the higher about 12 µM
Target sequence (P35462 whole entry, looked up): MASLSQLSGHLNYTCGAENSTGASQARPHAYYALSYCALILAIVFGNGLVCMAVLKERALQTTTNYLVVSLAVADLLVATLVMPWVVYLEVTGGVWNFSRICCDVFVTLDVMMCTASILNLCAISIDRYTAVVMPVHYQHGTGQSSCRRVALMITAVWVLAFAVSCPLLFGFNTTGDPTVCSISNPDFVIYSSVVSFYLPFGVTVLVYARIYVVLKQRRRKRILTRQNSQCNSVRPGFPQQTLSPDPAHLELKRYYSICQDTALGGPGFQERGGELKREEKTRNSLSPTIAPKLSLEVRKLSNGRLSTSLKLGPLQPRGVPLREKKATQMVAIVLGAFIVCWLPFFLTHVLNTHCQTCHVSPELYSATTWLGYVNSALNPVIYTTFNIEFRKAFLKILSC
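Agonist mode: compounds and dopamine controls were applied to plated cells for 90 min at 37 degrees C after an overnight attachment at 1500 cells/well. Luminescent read-out followed 30 - 60 minutes at room temperature with DiscoveRx detection reagent.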
HT1080 IDH1KD tx: kills HT-1080 cells with IDH1 knockdown. Potency, µM (top dose mostly 46.1 µM), inactives show at the top dose activity, negative = toxicity, hits mostly cytotoxic. HT-1080 IDH1 knockdown viability, ATP luminescence, 48 h. 2% of 360,000 active;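 note: potency is the fitted concentration of half-maximal effect; 0% = DMSO wells and -100% = cell-free medium wells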
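Cytotoxicity counter-line: IDH1KD HT-1080, 48 h, CellTiter-Glo. Curves classed by r2, magnitude and activity.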
IL-1B inflam inh: inflammasome signaling inhibition, IL-1 beta readout; THP-1 LPS/ATP IL-1B secretion, AlphaLISA, 16 h; hits give low values; activity change, % at 57.5 µM; 4.7% of 360,000 active; AID 743279; in the data active = activity change below about -50%; inconclusive = mostly about -30% to -49%; note: % is set by controls: 0 for no effect and ±100 for the full control effect
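Secreted IL-1B measured by AlphaLISA bead assay after 16 h compound exposure of THP-1 cells; compounds (final up to 57.5 uM) added 1 h before LPS (250 ng/mL) and ATP (1.25 mM) stimulation; lower signal means less secretion.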
DRD3 antagonist: antagonists of human D3 dopamine receptor | P35462 | D3R cells, DiscoveRx beta-arrestin luminescence, antagonist mode; hits give low values | max response, negative = inhibition, % | 2.5% of 360,000 active; in the data active = max response below about -50%; inconclusive = no clear call, values can overlap the other calls; note: % is set by controls: 0 for no effect and ±100 for the full control effect; mostly tested at two doses, the higher about 12 µM
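Cells expressing the human receptor were seeded at 1500 cells/well, incubated overnight at 37 degrees C in 5% CO2, then exposed to library compounds with dopamine controls for 90 minutes at 37 degrees C before luminescent detection.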
KB-3-1 tox: kills parental KB-3-1 adenocarcinoma cells; KB-3-1 viability, CellTiter-Glo ATP luminescence, 72 h; Potency, µM (top dose mostly 46.1 µM), for inactives: at the highest dose activity change, negative = cytotoxic, hits mostly cytotoxic; 1.4% of 400,000 active; note: potency is the fitted concentration of half-maximal effect; % is set by controls: 0 for no effect and ±100 for the full control effect; nearly all actives have a fitted effect of over 60% in size
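72 h, 37 °C compound treatment of KB-3-1 parental cells; CellTiter-Glo added, 10 min, luminescence read. Data corrected against DMSO-only plates and normalized before curve fitting.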
* marks the source's active call; other numbers are inactive results; u = inconclusive; x = not tested or not shown; [ ] = dose if it differs, or a comment. Unless noted, calls come from the whole dose curve; as a rule, active = well fitted curve in the direction sought with a large enough effect; inconclusive = small, poorly fitted or top-dose-only effect, or another doubt; inactive = no such curve, though single readings can be large; an effect the other way counts as inactive or inconclusive. No enrichment for hits; overall some 12% were active at least once.

SMILES	SW480 rerep	KB-V1 cytotox	HT1080NT lethal	GLP1R ag	D3 ag	HT1080 IDH1KD tx	IL-1B inflam inh	DRD3 antagonist	KB-3-1 tox
c1coc(-c2ccnc3ncnn23)c1	-3%	3%	13%	9%	16	19%	3	8	0%
O=C(NCCCN1CCN(c2ccc(F)cc2)CC1)c1cccc(N2CCCC2=O)c1	-1%	0%	-1%	7%	-12	-5%	-20	0	-5%
O=c1/c(=C/c2ccc(O)cc2)sc2n1CCCN=2	3%	3%	1%	2%	-5	0%	-18	-22	0%
CC(CCc1ccccc1)NCc1cccc2ccccc12 (centres undefined)	1%	-18%	-9%	-2%	3	-3%	u	-54*	2%
O=C(Nc1ccc(F)c(Cl)c1)[C@@H]1O[C@H](CO)[C@H](O)[C@H](O)[C@H]1O	x	3%	17%	-6%	-2	11%	3	-1	0%
CN(C)c1ccc(/C=N/NC(=O)c2cc(-c3ccc4c(c3)OCO4)n[nH]2)cc1	u	u	5.8µM*	-1%	0	u	20	4	u
COc1cc(C2OCC3C(c4cc(OC)c(OC)c(OC)c4)OCC23)cc(OC)c1OC (centres undefined)	7%	-9%	5%	-5%	5	7%	-12	-16	0%
COc1ccc(C2C(C(=O)Nc3ccccc3OC)=C(C)Nc3nnnn32)c(OC)c1 (centres undefined)	2%	2%	0%	-4%	1	-1%	1	4	4%
O=C1NCC(COCC2CC=CCC2)O1 (centres undefined)	-4%	-5%	12%	1%	2	8%	3	-2	-1%
O=C(O)c1ccc(CSc2nnc(COc3ccc(Cl)cc3Cl)o2)cc1	-5%	0%	-24%	-5%	-3	-18%	18	8	11%
COC(=O)c1ccc(C)c(NC(=O)CCSc2ccc(Cl)cc2)c1	0%	u	-30%	0%	1	-2%	8	1	-5%
C#CCNC(=O)C[C@@H]1C[C@@]2(C(=O)OCC)CCC=C2N(Cc2ccc3c(c2)OCO3)C1=O	x	1%	-1%	5%	-11	u	0	0	19%
COc1ccc(NC2=C(C(C)=O)C(c3ccc(N(C)C)cc3)C(C(C)=O)C(C)(O)C2)cc1 (centres undefined)	-4%	-15%	-8%	-2%	-1	-6%	25	6	-18%
O=C1CC2C(CC(OC(=O)c3ccc(-c4ccccc4)cc3)C2CO)O1 (centres undefined)	-1%	-28%	-27%	22%	3	1%[9.24 µM]	-3	24	-10%
Cc1ccc(NC(=O)CN2CCC(Cc3ccccc3)CC2)cc1S(=O)(=O)N(C)C	12µM*	u	u	-3%	-27	u	-54*	-21	13%
CCc1ccc2[nH]c(C(=O)Nc3ccc(F)cc3Br)cc2c1	-1%	11%	0%	5%	2	6%	33	22	-9%
N#CC1=C(Nc2ccccc2)SC=C(c2ccccc2)N=C1N1CCOCC1	u	-4%	-1%	5%	8	0%	-7	0	16%
CC(C)(C)c1cc(C(=O)N/N=C/c2ccc(-c3ccccc3[N+](=O)[O-])o2)n[nH]1	25%	25%	-28%	9%	-28	u	10	u	2%
Cc1nn(Cc2c(Cl)cccc2Cl)c(Cl)c1/C=C/C(=O)OCC(=O)NCC(F)(F)F	-4%	-12%	4%	0%	0	9%	19	0	0%
O=S(=O)(N/N=C\c1cccnc1)c1ccccc1	-37%[inhibitor]	-2%	11%	-11%	6	10%	-23	0	-5%
CC(Oc1cccc(Br)c1)C(=O)NNC(=O)c1ccccn1 (centres undefined)	u	u	u	1%	-16	u	93	u	u
Fc1ccc(C2=Nn3c(Cc4ccccc4)nnc3SC2)cc1	-6%	-8%	0%	11%	0	0%	-5	-8	9%
Cc1ccc(NC2=C(Cl)C(=O)OC2OC(=O)c2ccccc2)c(C)c1 (centres undefined)	u	u	-20%	7%	-4	-2%	u	-10	4%
O=C(N/N=C/c1ccco1)C12CC3CC(CC(C3)C1)C2	-124%[inhibitor]	3%	17%	6%	12	10%	-16	9	13%
CCN(CC)S(=O)(=O)c1ccc2oc(C(=O)Nc3ccc(OC)cc3OC)c(C)c2c1	-4%	14%	2%	-9%	3	11%	6	23	20%

4 entries from above, as a markdown table.
| compound | SW480 rerep | KB-V1 cytotox | HT1080NT lethal | GLP1R ag | D3 ag | HT1080 IDH1KD tx | IL-1B inflam inh | DRD3 antagonist | KB-3-1 tox |
| --- | --- | --- | --- | --- | --- | --- | --- | --- | --- |
| O=C(Nc1ccc(F)c(Cl)c1)[C@@H]1O[C@H](CO)[C@H](O)[C@H](O)[C@H]1O | x | 3% | 17% | -6% | -2 | 11% | 3 | -1 | 0% |
| CN(C)c1ccc(/C=N/NC(=O)c2cc(-c3ccc4c(c3)OCO4)n[nH]2)cc1 | u | u | 5.8µM* | -1% | 0 | u | 20 | 4 | u |
| COc1cc(C2OCC3C(c4cc(OC)c(OC)c(OC)c4)OCC23)cc(OC)c1OC (centres undefined) | 7% | -9% | 5% | -5% | 5 | 7% | -12 | -16 | 0% |
| COc1ccc(C2C(C(=O)Nc3ccccc3OC)=C(C)Nc3nnnn32)c(OC)c1 (centres undefined) | 2% | 2% | 0% | -4% | 1 | -1% | 1 | 4 | 4% |

Some of the entries so far, with two lines to a compound.
Screens in order: SW480 rerep	KB-V1 cytotox	HT1080NT lethal	GLP1R ag	D3 ag	HT1080 IDH1KD tx	IL-1B inflam inh	DRD3 antagonist	KB-3-1 tox
> Fc1ccc(C2=Nn3c(Cc4ccccc4)nnc3SC2)cc1
 : -6%	-8%	0%	11%	0	0%	-5	-8	9%
> Cc1ccc(NC2=C(Cl)C(=O)OC2OC(=O)c2ccccc2)c(C)c1 (centres undefined)
 : u	u	-20%	7%	-4	-2%	u	-10	4%

Full records as entered above. Order of screens: SW480 rerep | KB-V1 cytotox | HT1080NT lethal | GLP1R ag | D3 ag | HT1080 IDH1KD tx | IL-1B inflam inh | DRD3 antagonist | KB-3-1 tox
Shown for `O=C1CC2C(CC(OC(=O)c3ccc(-c4ccccc4)cc3)C2CO)O1` (centres undefined) → -1% | -28% | -27% | 22% | 3 | 1%[9.24 µM] | -3 | 24 | -10%
Shown for `C#CCNC(=O)C[C@@H]1C[C@@]2(C(=O)OCC)CCC=C2N(Cc2ccc3c(c2)OCO3)C1=O` → x | 1% | -1% | 5% | -11 | u | 0 | 0 | 19%

Next part
SMILES	SW480 rerep	KB-V1 cytotox	HT1080NT lethal	GLP1R ag	D3 ag	HT1080 IDH1KD tx	IL-1B inflam inh	DRD3 antagonist	KB-3-1 tox
Cc1ccc(C(=O)O)cc1NC(=S)NC(=O)c1ccc(-c2ccccc2)cc1	-16%	7%	-9%	18%	-23	-22%	0	-52*	6%
CC1CCN(S(=O)(=O)c2ccc(C(=O)N(C)C3CCS(=O)(=O)C3)cc2)CC1 (centres undefined)	-6%	0%	3%	-3%	3	6%	10	17	-6%
O=C(c1ccccc1)c1ccc(OCC(O)CN2CCOCC2)cc1 (centres undefined)	0%	-12%	-5%	-7%	2	-2%	-4	-12	6%
Cc1cccc(NC(=O)/C(=C\c2ccco2)NC(=O)c2ccccc2)c1	-12%	-7%	16%	-7%	0	1%	-21	-18	15%
COc1cc(C)nc(N(C)S(=O)(=O)c2ccccc2Cl)n1	-4%	4%	-20%	0%	-3	-18%	53	20	-9%
Cc1ccc(CCNC(=O)CN2C(=O)COc3ccccc32)cc1	0%	-2%	11%	-1%	15	-3%	5	23	8%
Cc1ccccc1N(CC(=O)N/N=C/c1ccc(Cl)cc1)C(=O)c1ccccc1	u	21µM*	-7%	2%	0	-22%	u	-12	u
CC1(c2ccccc2)NC(=O)N(CC(=O)Nc2ccccc2C(=O)N2CCCCC2)C1=O (centres undefined)	-7%	4%	3%	-6%	5	15%	9	-3	-4%
COc1ccccc1N1CCN(C(=O)CN(c2cc(C)cc(C)c2)S(C)(=O)=O)CC1	-2%	u	3%	-1%	2	-7%	-10	13	-7%
NC(=O)CC(NC(=O)c1cccc(Br)c1)c1ccc(NC2CCCCCCC2)c([N+](=O)[O-])c1 (centres undefined)	-2%	0%	12%	-4%	6	1%	0	17	2%
COc1ccc(C(=O)NC2CCCCCC2)cc1S(=O)(=O)N1CCOCC1	-21%	x	12%	9%	3	2%	14	2	x
COc1ccc(N(C(=O)c2ccco2)C(C(=O)NC2CCCCC2)c2ccccc2)cc1 (centres undefined)	3%	-6%	2%	-11%	5	-1%	1	-15	-1%
O=C(NCc1ccco1)c1cccc2c1C(=O)N(C1CCCCC1)C2	-1%	-2%	-2%	1%	-3	7%	-5	-7	-2%
O=C(/C=C\Nc1ccccn1)c1ccccc1	0%	-16%	-19%	-36%[inhibitor]	-14	-22%	8	-20	-11%
NCCSC1CC(=O)N(Cc2ccc(F)cc2)C1=O (centres undefined)	1%	10%	15%	3%	-8	0%	6	5	11%
Cc1cc(=O)oc(C)c1C(=O)NCCN1CCOCC1	2%	0%	-15%	16%	-4	2%	19	-27	3%
O=C(NCC1CC1)c1cc(-c2ccccc2)nn1CC1CC(c2cccnc2)=NO1 (centres undefined)	-10%	-1%	29%	3%	0	3%	-1	-3	6%
COc1ccc(NC(=O)c2ccco2)cc1NC(=O)c1ccccc1	-4%	-12%	0%	6%	-4	1%	1	2	-5%
Cc1ccc2c(c1)N(CC(=O)N1CCCCC1c1cccnc1)C(=O)CO2 (centres undefined)	-14%	-1%	-2%	1%	10	1%	54	17	-8%
COc1ccccc1C(=O)NNC(=O)c1cccc([N+](=O)[O-])c1	-1%	-3%	19%	-1%	3	14%	-10	12	23%
COc1cc(NC(=O)c2cccnc2)ccc1NC(=O)c1ccccc1Cl	-14%	5%	13%	12%	5	0%	-66*	6	-1%
CCOc1cc(C(=O)CCC(=O)OCC(=O)Nc2ccc(F)cc2)ccc1O	-7%	u	5%	-2%	3	9%	6	15	5%

Random excerpt: two records from the list.
SMILES	SW480 rerep	KB-V1 cytotox	HT1080NT lethal	GLP1R ag	D3 ag	HT1080 IDH1KD tx	IL-1B inflam inh	DRD3 antagonist	KB-3-1 tox
COc1cc(C)nc(N(C)S(=O)(=O)c2ccccc2Cl)n1	-4%	4%	-20%	0%	-3	-18%	53	20	-9%
O=C(NCc1ccco1)c1cccc2c1C(=O)N(C1CCCCC1)C2	-1%	-2%	-2%	1%	-3	7%	-5	-7	-2%
